PKA-R1A act: activators of PKA-R1A complex; 340,000 compounds, 0.083% hits; activation, % at 11.4 µM; P00514+P68181; AID 504707; PKA-R1A dissociation, Cy5-IP20 fluorescence polarization; scaled: DMSO 0%, 113 µM cGMP 100%;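 active = percent activation above the mean of all tested compounds plus 3 SD, cut at about 19% in these data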;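 also: higher means more PKAc released from R1A so a rise in polarization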
AddAB inh: less growth of phage-infected E. coli with AddAB; E. coli expressing H. pylori AddAB, absorbance growth; inhibition, % at 11.9 µM; 330,000 compounds, 0.29% hits; in the data active = inhibition above about 12%;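 also: 0% = vehicle wells of infected cells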
DSG3 Ab inh: human desmoglein-3 autoantibody binding inhibition; DSG3-coupled beads, scFv-anti-DSG3-GFP binding, flow cytometry; stronger effect = lower value; 310,000 compounds, 0.48% hits; binding (percent of control), % at 10 µM; P32926;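 active = binding more than 3 SD below its plate's average and above zero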;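 also: hits lower antibody fragment binding to DSG3; some compounds called inactive have numbers as strong as hits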
Target sequence (P32926 whole entry, looked up, the tested form may be a part): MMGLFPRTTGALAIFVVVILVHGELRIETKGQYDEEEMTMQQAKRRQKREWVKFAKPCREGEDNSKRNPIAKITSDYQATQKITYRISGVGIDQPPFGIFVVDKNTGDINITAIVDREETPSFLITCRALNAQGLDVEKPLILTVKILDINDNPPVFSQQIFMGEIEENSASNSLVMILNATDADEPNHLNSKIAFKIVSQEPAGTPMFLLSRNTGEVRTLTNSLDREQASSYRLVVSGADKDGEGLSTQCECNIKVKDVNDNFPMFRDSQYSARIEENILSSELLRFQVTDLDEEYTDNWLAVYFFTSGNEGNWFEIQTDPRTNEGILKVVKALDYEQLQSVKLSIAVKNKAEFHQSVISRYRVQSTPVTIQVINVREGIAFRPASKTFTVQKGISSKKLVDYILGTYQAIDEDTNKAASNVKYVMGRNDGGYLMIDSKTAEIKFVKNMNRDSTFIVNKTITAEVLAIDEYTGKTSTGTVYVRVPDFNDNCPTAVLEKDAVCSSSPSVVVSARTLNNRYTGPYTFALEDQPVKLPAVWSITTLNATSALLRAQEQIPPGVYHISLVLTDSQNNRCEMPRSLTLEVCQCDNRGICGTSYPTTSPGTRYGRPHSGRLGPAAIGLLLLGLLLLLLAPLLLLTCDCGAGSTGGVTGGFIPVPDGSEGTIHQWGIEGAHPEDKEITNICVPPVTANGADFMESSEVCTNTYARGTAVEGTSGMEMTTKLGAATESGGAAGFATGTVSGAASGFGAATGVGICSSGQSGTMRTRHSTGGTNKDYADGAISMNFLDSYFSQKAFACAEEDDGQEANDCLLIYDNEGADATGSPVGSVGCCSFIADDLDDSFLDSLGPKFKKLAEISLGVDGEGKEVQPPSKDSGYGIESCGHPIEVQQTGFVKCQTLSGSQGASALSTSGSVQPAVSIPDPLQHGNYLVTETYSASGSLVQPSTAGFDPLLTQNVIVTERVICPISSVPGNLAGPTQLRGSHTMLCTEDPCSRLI
Mot1-301 SUMO: blocks SUMOylation pathway, rescuing yeast Mot1-301 growth; S. cerevisiae Mot1-301 growth rescue, ATP luminescence, 38.5C; percent above DMSO median, 100 means doubled; growth rescue, % at 18.8 µM; 320,000 compounds, 1% hits;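 active = every valid replicate shows activation above 250% relative to neutral control wells; inactive = the rest, any valid replicate at or below 250%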;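 also: OY570 slx delta 5 strain wells were the positive control but not used for scaling; some compounds called inactive have numbers as strong as hits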
PfHsp90 set2: reduces growth (ATP signal) of yeast expressing P. falciparum Hsp90; 310,000 compounds, 0.32% hits; inhibition, % at 9.4 µM; S. cerevisiae expressing PfHsp90, BacTiter-Glo ATP, 48 h; yeast lacking PDR1 and PDR3 efflux regulators;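 active = every replicate shows inhibition above about 80%, whatever the replicate mean, limit read from the data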;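 also: 0% = DMSO neutral controls and 100% = 20 µM radicicol positive controls; yeast relying on Plasmodium falciparum Hsp90 in place of its own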
OPRM1-OPRD1 ag: agonists of human mu-delta opioid receptor heterodimerization. activation, % at 9.3 µM. 340,000 compounds, 0.3% hits. cells, OPRM1-OPRD1 heterodimerization, luminescence. P35372+P41143; in the data active = activation above about 18%;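 also: 0% = vehicle-treated cells and 100% = reference agonist; values of inactives mirror those of a sister screen read the other way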
phage Ecoli inh: E. coli growth loss with phage present; growth absorbance; inhibition, % at 11.9 µM; 360,000 compounds, 0.26% hits; AID 651602; in the data active = inhibition above about 11%
HTR5A inv ctr: counter-screen for OPRM1-OPRD1 inverse agonists: human HTR5A inverse agonism; AID 504634; inhibition, % at 9.3 µM; HTR5A cell line, luminescence; 340,000 compounds, 0.083% hits; P47898; in the data active = inhibition mostly above about 23%, no sharp cut-off; inactive = mostly below about 18%;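 also: 0% = cells with DMSO and 100% = no-cell wells with DMSO; some compounds called inactive have numbers as strong as hits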
MOR-DOR inv ag: inverse agonist of human OPRM1-OPRD1 heterodimerization; cell-based MOR-DOR heterodimer luminescence, inverse agonism; 340,000 compounds, 0.21% hits; inhibition, % at 9.3 µM; P35372+P41143; in the data active = inhibition above about 22%, passing the limit was not always enough;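 also: 0% = cells with DMSO and 100% = wells without cells with DMSO; values of inactives mirror those of a sister screen read the other way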
Ecoli viability: reduces bacterial viability in AddAB counter-screen. 330,000 compounds, 0.27% hits. inhibition, % at 11.9 µM. E. coli V3065 growth, OD600 absorbance, 18 h. AID 449728;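 active = inhibition above the campaign's mean inhibition across all tested compounds plus 3 SD, cut at about 9.9% in these data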;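 also: uninfected addAB+ strain grown without phage in ampicillin broth; 0% = DMSO wells and 100% = ciprofloxacin 0.95 µg/ml wells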
HTR5A ag ctr: activates human HTR5A in OPRM1-OPRD1 agonist counter-screen | P47898 | HTR5A agonist assay, luminescence, cell-based | activation, % at 9.3 µM | 340,000 compounds, 0.61% hits; in the data active = activation mostly above about 9.5%, no sharp cut-off; inactive = mostly below about 7.6%;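 also: 0% = cells with vehicle only and 100% = reference agonist; strong numbers were not always called active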
* = called active by the depositor; x = no result given.

No.	SMILES	PKA-R1A act	AddAB inh	DSG3 Ab inh	Mot1-301 SUMO	PfHsp90 set2	OPRM1-OPRD1 ag
1	CN1C(=O)c2ccccc2N(C)C1c1ccc2c(c1)OCO2 (configuration not stated)	-8	2.7	104	-2	-2	-3.7
2	Cc1cccc(OCC(=O)N/N=C/c2ccc(N(C)C)cc2)c1	-3	4.2	102	29	5	-1.5
3	O=C(Nc1cccc(-c2cscn2)c1)C1CCN(Cc2ccsc2)CC1	-6	0.1	108	-27	6	-0.9
4	O=C(CCc1ccccc1)NNC(=S)NCCc1ccccc1	-3	-0.7	105	50	-9	-2.9
5	CCOc1ccccc1NC(=S)N1CCCCCC1	4	1.2	100	147	2	-3.8
6	CCc1ccc(NC(=O)Nc2ccon2)cc1	12	2.2	107	-11	12	-0.1
7	COc1ccc(/C=C2\SC(=S)N(CCCCCC(=O)Nc3cc(C)on3)C2=O)cc1OC	-13	2.1	89	0	-14	-3.5
8	CCCS(=O)(=O)N1CCC(C(=O)N2CCC(Cc3ccccc3)CC2)CC1	-9	-0.3	103	698	6	1.5
9	COc1ccc(C(=O)Nc2ccc(S(=O)(=O)Nc3nccc(C)n3)cc2)cc1OC	5	-0.9	x	-11	x	-2.4
10	COc1ccc(NC(=O)Cn2cc(C#N)c3ccccc32)cc1	-5	-1.4	88	-22	-26	-0.7
11	N#CC1=C(N)NC(SCc2ccc(F)cc2)=C(C#N)C12CCCCC2	-7	5.9	x	-2	x	-0.4
12	Nc1ncnc2c1ncn2[C@@H]1O[C@H](CNCc2ccc(OCc3ccccc3)cc2)[C@@H](O)[C@H]1O	-1	0.7	101	x	61	-0.2
13	Cc1ccc(/C=C2\Oc3c(ccc(O)c3CN3CCN(CCO)CC3)C2=O)cc1	-1	0.2	90	69	8	3.6
14	CC(=O)Nc1ccc(NC(=O)c2cc([N+](=O)[O-])cc([N+](=O)[O-])c2)cc1	-4	-0.8	108	120	22	5.3
15	COc1ccc(CC(=O)O/N=C(\N)c2ccncc2)cc1	4	2.0	115	6	-33	-3.2

No.	phage Ecoli inh	HTR5A inv ctr	MOR-DOR inv ag	Ecoli viability	HTR5A ag ctr
1	3.5	-4	16	-0.2	6
2	5.2	-6	9	0.7	2
3	3.1	-28	5	-0.7	4
4	-1.6	-23	16	0.4	2
5	1.3	4	20	-0.8	0
6	-0.3	-18	1	0.7	4
7	2.5	4	18	-0.5	4
8	2.1	-5	-8	0.3	1
9	6.4	-37	14	-1.3	14
10	2.6	25	3	-0.5	0
11	0.7	3	2	1.8	-1
12	1.7	-9	1	-0.5	3
13	2.7	-8	-25	-1.7	3
14	4.2	-23	-27	-0.9	3
15	0.9	9	17	0.5	1

Arranged by the number under OPRM1-OPRD1 ag (low to high): six from the list above.
| No. | Compound | PKA-R1A act | AddAB inh | DSG3 Ab inh | Mot1-301 SUMO | PfHsp90 set2 | OPRM1-OPRD1 ag | phage Ecoli inh | MOR-DOR inv ag |
| --- | --- | --- | --- | --- | --- | --- | --- | --- | --- |
| 7 | COc1ccc(/C=C2\SC(=S)N(CCCCCC(=O)Nc3cc(C)on3)C2=O)cc1OC | -13 | 2.1 | 89 | 0 | -14 | -3.5 | 2.5 | 18 |
| 2 | Cc1cccc(OCC(=O)N/N=C/c2ccc(N(C)C)cc2)c1 | -3 | 4.2 | 102 | 29 | 5 | -1.5 | 5.2 | 9 |
| 12 | Nc1ncnc2c1ncn2[C@@H]1O[C@H](CNCc2ccc(OCc3ccccc3)cc2)[C@@H](O)[C@H]1O | -1 | 0.7 | 101 | x | 61 | -0.2 | 1.7 | 1 |
| 6 | CCc1ccc(NC(=O)Nc2ccon2)cc1 | 12 | 2.2 | 107 | -11 | 12 | -0.1 | -0.3 | 1 |
| 8 | CCCS(=O)(=O)N1CCC(C(=O)N2CCC(Cc3ccccc3)CC2)CC1 | -9 | -0.3 | 103 | 698 | 6 | 1.5 | 2.1 | -8 |
| 14 | CC(=O)Nc1ccc(NC(=O)c2cc([N+](=O)[O-])cc([N+](=O)[O-])c2)cc1 | -4 | -0.8 | 108 | 120 | 22 | 5.3 | 4.2 | -27 |

Continuation:
No.	SMILES	PKA-R1A act	AddAB inh	DSG3 Ab inh	Mot1-301 SUMO	PfHsp90 set2	OPRM1-OPRD1 ag
16	CC(C)C(CCNCc1ccccn1)c1ccc(Cl)cc1 (configuration not stated)	9	-2.7	110	-9	-4	-0.9
17	Cc1cccc(/C(N)=N/OC(=O)c2ccncc2)c1	-5	x	103	3	-50	-1.6
18	COc1cc(C=CC(=O)c2cc(OC)c(OC)c(OC)c2)cc(OC)c1OC	5	x	x	x	-3	-2.0
19	Cc1cccc(OCC(=O)NNC(=O)CCN2CCN(c3ccccc3)CC2)c1C	-9	0.0	x	10	6	-4.0
20	Cc1ccc(C(=O)OCC(=O)N2CCCCCC2)cc1S(=O)(=O)N1CCOCC1	-1	-1.2	90	7	x	-3.4
21	Cc1ccc(NC(=O)Nc2cccc([N+](=O)[O-])c2)cc1F	-6	3.6	94	-9	-10	2.7
22	COc1ccc(OC)c(S(=O)(=O)N2CCCC2C(=O)NC(C)c2ccccc2)c1 (configuration not stated)	2	0.2	117	-13	5	-2.6
23	CC(C)NCC(=O)C12CC3CC(CC(C3)C1)C2	-4	-0.2	104	-2	4	-2.4
24	Cc1oc(=O)cc(OCc2ccccc2)c1C	-9	0.4	99	x	-1	-3.8
25	COc1ccccc1NC(=O)C1=C(C)NC2=C(C(=O)CCC2)C1c1ccc(C)o1 (configuration not stated)	4	-0.3	103	1	3	1.4
26	CC1CC(C)CN(C(=O)COC(=O)C2CCN(S(=O)(=O)c3ccc4c(c3)OCCO4)CC2)C1 (configuration not stated)	-13	0.5	104	6	1	1.0
27	CCCNc1nc2c(c(=O)n(C)c(=O)n2C)n1CCCc1ccccc1	-9	3.0	87	10	2	-1.8
28	O=C(Oc1ccc2c(c1)OCO2)c1cc2c(s1)CCC2	-2	1.7	90	-9	3	22*
29	Cc1cc([N+](=O)[O-])ccc1NC(=O)Cc1ccc(F)cc1	6	1.7	96	-6	-5	-0.2
30	COc1ccc(OC)c(NC(=O)c2cc(-c3ccc(C)cc3O)n[nH]2)c1	-9	0.3	102	-18	-5	9.3

No.	phage Ecoli inh	HTR5A inv ctr	MOR-DOR inv ag	Ecoli viability	HTR5A ag ctr
16	-6.6	22	4	-4.5	-6
17	3.4	-5	8	x	0
18	0.5	16	10	x	-4
19	2.7	3	20	-0.9	-1
20	1.3	-17	18	-0.6	5
21	10	-12	-19	3.1	1
22	1.1	-2	14	-0.8	1
23	1.8	-26	12	-0.7	-1
24	-0.6	3	19	2.7	-1
25	1.1	-17	-9	-0.2	7
26	2.6	6	-7	1.1	-2
27	1.4	1	9	-0.8	0
28	0.3	-1	-117	1.6	15
29	1.7	-17	1	-3.6	5
30	1.6	-2	-57	-1.3	1

Next section:
No.	SMILES	PKA-R1A act	AddAB inh	DSG3 Ab inh	Mot1-301 SUMO	PfHsp90 set2	OPRM1-OPRD1 ag
31	Cn1ncc(Br)c1C(=O)NC12CC3CC(CC(C3)C1)C2	1	1.7	x	13	-15	1.8
32	Cc1ccc(C(=O)Nn2cnc3scc(-c4cccs4)c3c2=O)c(O)c1	9	0.3	101	-1	29	1.4
33	COc1ccc(S(=O)(=O)N(Cc2ccccc2)Cc2nc(-c3ccccc3)no2)cc1	0	2.4	111	4	23	-1.3
34	CCC(=O)NC(=S)Nc1ccc(S(=O)(=O)NC(C)C)cc1	-14	-2.6	99	-3	6	0.4
35	CN(C(=O)CCN1C(=O)c2ccccc2C1=O)C1CCCCC1	-6	-1.6	101	-2	13	-0.1
36	OCCN1CCN(c2ncnc3nc[nH]c23)CC1	-8	0.2	97	-10	6	-3.5
37	COc1ccc(/C=C/C(=O)NC(=S)NCCc2ccc(OC)c(OC)c2)cc1	2	0.8	102	144	-1	30*
38	Cc1ccc(S(=O)(=O)N(CC(=O)Nc2cccc(N(C)S(C)(=O)=O)c2)c2ccc(Cl)c(Cl)c2)cc1	3	1.5	107	1	-14	2.2
39	O=C(CSc1ncnc2sc3c(c12)CCCC3)c1ccco1	-6	2.7	x	24	-31	0.2
40	NS(=O)(=O)c1ccc(CNC(=S)NCc2ccc(F)cc2)cc1	-3	2.8	113	11	-6	-4.5
41	COc1ccc(NC(=O)/C(=C/c2cccnc2)NC(=O)c2cccs2)cc1	-3	-1.1	101	-8	11	-1.5

No.	phage Ecoli inh	HTR5A inv ctr	MOR-DOR inv ag	Ecoli viability	HTR5A ag ctr
31	2.4	5	-10	-0.7	1
32	2.0	13	-8	-3.0	4
33	-0.2	10	5	-0.7	1
34	x	2	-2	-3.5	-1
35	2.9	10	1	0.6	-4
36	3.4	12	18	-3.3	-4
37	2.2	-5	-168	0.1	5
38	-1.4	-10	-13	1.9	1
39	-1.0	-10	-1	0.7	4
40	5.0	-17	23	0.4	7
41	0.3	7	8	-1.3	-2

Two compounds drawn at random from those above:
No.	SMILES	PKA-R1A act	AddAB inh	DSG3 Ab inh	Mot1-301 SUMO	PfHsp90 set2	OPRM1-OPRD1 ag
34	CCC(=O)NC(=S)Nc1ccc(S(=O)(=O)NC(C)C)cc1	-14	-2.6	99	-3	6	0.4
32	Cc1ccc(C(=O)Nn2cnc3scc(-c4cccs4)c3c2=O)c(O)c1	9	0.3	101	-1	29	1.4

No.	phage Ecoli inh	HTR5A inv ctr	MOR-DOR inv ag	Ecoli viability	HTR5A ag ctr
34	x	2	-2	-3.5	-1
32	2.0	13	-8	-3.0	4

Assay outcomes (PubChem BioAssay)
